# Screening data: PubChem BioAssay, National Center for Advancing Translational Sciences (NCATS)
# GALK inhibitor – blocks human galactokinase activity | Purified GALK, Kinase-Glo residual ATP luminescence | AID 1868 | P51570 | Potency, µM (series often up to 57.5 µM), without a hit: at the top dose activity change, negative = inhibition, usual class: inhibitors | 270,000 compounds, 0.007% hits; note: potency is the fitted concentration of half-maximal effect; % is set by controls: 0 for no effect and ±100 for the full control effect
# Target sequence (P51570 whole entry, looked up): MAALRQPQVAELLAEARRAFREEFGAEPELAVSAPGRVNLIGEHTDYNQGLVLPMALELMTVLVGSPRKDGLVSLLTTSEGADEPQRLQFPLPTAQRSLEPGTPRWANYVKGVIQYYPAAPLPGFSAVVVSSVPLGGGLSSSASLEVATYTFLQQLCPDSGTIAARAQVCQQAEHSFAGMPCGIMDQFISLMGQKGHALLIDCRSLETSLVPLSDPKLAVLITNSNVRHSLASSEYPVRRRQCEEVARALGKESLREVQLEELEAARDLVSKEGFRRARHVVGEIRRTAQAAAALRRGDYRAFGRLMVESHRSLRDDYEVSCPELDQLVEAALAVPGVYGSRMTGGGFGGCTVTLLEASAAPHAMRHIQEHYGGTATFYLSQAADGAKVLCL
#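 ATP-depletion format; final 35 uM ATP, 100 uM D-galactose, 5 nM enzyme; pH 8.0 HEPES/Mg2+ buffer; 60 min RT; luminescence read 10 min after detection reagent.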
# Integrin act MD – integrin-mediated muscular dystrophy alleviation activation | alpha7betagal myoblasts, beta-gal FDG fluorescence, 48 h | Potency, µM (titrated, usually from 38.3 µM), without a hit: at the highest dose activation, actives largely listed as activators | 350,000 compounds, 0.064% hits;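 note: potency is the fitted concentration of half-maximal effect; 100% = response of the positive control SU9516; nearly all actives have a fitted effect of over 60% in size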
#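 alpha7betagal+/- myoblasts (passage 13, 250/well) treated 48 h at 37C with compounds at 1:260 dilution of DMSO stock. Lysed, then beta-galactosidase activity read as FDG fluorescence (ex 480/em 540) after 30 min, with pre-read for autofluorescence.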
# hERG WT inh – KCNH2 (human, wildtype) channel inhibition; U2OS, BacMam KCNH2, thallium flux FluxOr; stronger effect = lower value; 340,000 compounds, 0.37% hits; activity change, % at 1.84 µM; AID 720551; Q12809;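 active = maximum activity change below -70%; inconclusive = maximum activity change between -70% and -50%; inactive = maximum activity change above -50%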; note: % is set by controls: 0 for no effect and ±100 for the full control effect
#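 U2OS cells transduced with wild-type KCNH2 virus are loaded with FluxOr dye for 45 min, and thallium flux is measured in kinetic reads before and after stimulation buffer. Rate constants are normalized to DMSO controls.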
# MBNL1-CUG inh – MBNL1-poly(CUG) RNA binding inhibition | Potency, µM (titrated, usually from 57.5 µM), without a hit: top-dose activity change, negative = inhibition, most hits filed as inhibitors | Q9NR56 | TR-FRET MBNL1-His/biotin-(CUG)12 binding, 665/545 ratio | 280,000 compounds, 0.036% hits; active = well fitted inhibition curve with a large enough effect in the signal ratio, with a control signal flat, not every such curve was filed as active; inconclusive = small, poorly fitted or top-dose-only effect, or effect the other way, or a change in a side signal; inactive = no such curve, though single readings can be large or run the other way; the % refers to the signal ratio; note: potency is the fitted concentration of half-maximal effect; % is set by controls: 0 for no effect and ±100 for the full control effect
# Target sequence (Q9NR56 whole entry, looked up): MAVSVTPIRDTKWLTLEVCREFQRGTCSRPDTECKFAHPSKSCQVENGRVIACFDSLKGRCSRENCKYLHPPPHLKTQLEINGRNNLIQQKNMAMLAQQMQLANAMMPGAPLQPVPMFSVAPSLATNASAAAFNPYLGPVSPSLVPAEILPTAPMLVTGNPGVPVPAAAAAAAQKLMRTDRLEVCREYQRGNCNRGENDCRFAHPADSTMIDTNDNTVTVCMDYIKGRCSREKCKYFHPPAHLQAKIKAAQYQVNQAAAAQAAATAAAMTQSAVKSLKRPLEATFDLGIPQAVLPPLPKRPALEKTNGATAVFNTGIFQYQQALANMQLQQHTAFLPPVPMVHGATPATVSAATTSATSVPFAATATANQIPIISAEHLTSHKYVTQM
#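 Compounds (final 92 nM to 58 uM) are added to His-tagged MBNL1 and biotin-(CUG)12, then terbium anti-His antibody and streptavidin-XL665 (5 nM final). After 60 min at room temperature, the 665/545 nm ratio is read.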
# TRPV1 ag – agonists of human vanilloid receptor 1 (TRPV1); Q8NER1; TRPV1-expressing cells, Fluo-8 calcium influx, agonist mode; activation, % at 8.33 µM; 320,000 compounds, 0.19% hits; in the data active = activation above about 80%; inconclusive = between about 30% and that limit; note: 0% is about no effect
#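 TRPV1-expressing cells were cultured overnight at 35.5C and loaded with Fluo-8 calcium dye for 40 to 90 min at room temperature. After a 10 s baseline, compound was added and calcium influx was read kinetically for 3 min (ex 480/em 520 nm).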
# FBPA coupling cs – counter-screen for Giardia aldolase inhibitors: coupling enzyme system | coupling enzyme system counterscreen, AmpLite Red fluorescence | activity change, negative = inhibition, % at 58.2 µM, hits read low | 290,000 compounds, 0.67% hits; in the data active = activity change below about -30%; note: % is set by controls: 0 for no effect and ±100 for the full control effect
#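 First, compound is pin-transferred into glyceraldehyde-3-phosphate coupling-enzyme reagent at 57.5 uM final and held 10 min at RT. Next, substrate, coupling system and AmpLite Red are added. After 20 min RT, fluorescence (525/598 nm) is read.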
# A-T KAP1 phos – potential ataxia-telangiectasia treatments restoring KAP-1 phosphorylation; AID 485349; […] A-T fibroblasts, KAP-1 phosphorylation AlphaLISA; neocarzinostatin DNA damage 30 min before lysis; Potency, µM (doses to about 57.5 µM), for the others: top-dose activation, most hits filed as activators; 320,000 compounds, 0.19% hits; note: potency is the fitted concentration of half-maximal effect; % of control where 0% means no effect; nearly all actives have a fitted effect of over 45% in size
#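 hTERT-immortalized A-T patient fibroblasts ([…]), 500 cells/well in OPTI-MEM, 1% FBS, got compounds for 60 min, then NCS for 30 min at 37C. Lysates were then assayed for phospho-KAP-1 by AlphaLISA (anti-pKAP1 donor, anti-KAP1 acceptor beads), 6 hr at 25C.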
# KCNH2 3.1 inh – blocks the human KCNH2 3.1 channel isoform; U2OS KCNH2 3.1, thallium flux FluxOr; stronger effect = lower value; activity change, % (tested at about 1.8 µM); 340,000 compounds, 0.95% hits;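 active = maximum activity change below -70%; inconclusive = maximum activity change from -70% to -50%; inactive = maximum activity change above -50%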;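 note: thallium influx rate constant from kinetic fluorescence after stimulation buffer; % is set by controls: 0 for no effect and ±100 for the full control effect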
#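 We transduce U2OS cells with the mutant 3.1 virus, culture them overnight, load FluxOr with Red40 quencher for 45 min, then add stimulation buffer and read kinetically for 2 min to derive a normalized rate constant.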
# S-ASM inh – blocks human secretory acid sphingomyelinase | 340,000 compounds, 0.006% hits | P17405 | placental ASM, HMU-PC fluorogenic substrate, 60 min | Potency, µM (top dose mostly 57.5 µM), without a hit: at the highest dose activity change, negative = inhibition, hits mostly inhibitors | AID 504937; note: potency is the fitted concentration of half-maximal effect
#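 Human placenta-derived ASM enzyme was preincubated with compound for 10 minutes at room temperature, then given fluorogenic substrate HMU-PC0 (9 uM final) for 60 minutes at 37 °C; a pH 10 stop preceded fluorescence reading at Ex 386/Em 447 nm.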
# CXXC DNA block – blocks binding of human MLL CXXC domain to DNA | Q03164 | MLL-CXXC / FITC-HOXA9 DNA fluorescence polarization | Potency, µM (series often up to 115 µM), without a hit: at the top dose activity change, negative = inhibition, hits mostly inhibitors | 290,000 compounds, 0.037% hits | AID 2662; active = well fitted inhibition curve with a large enough effect in the polarisation, with a control signal flat, not every such curve was filed as active; inconclusive = small, poorly fitted or top-dose-only effect, or effect the other way, or a change in a side signal; inactive = no such curve, though single readings can be large or run the other way; the % refers to the polarisation; note: potency is the fitted concentration of half-maximal effect
#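 Purified MLL-CXXC (added from a 7 uM solution) was preincubated 5 min at ambient with pinned compounds in 50 mM Tris-HCl pH 7.5, 50 mM NaCl, 1 mM DTT, 0.05% BSA. Fluorescein-labeled HOX-A9 DNA (50 nM solution) followed, 30 min, then polarization read.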
# An asterisk follows results filed as active; ? = inconclusive; . = no result given; & = joins results of further samples; [ ] = remark or other dose. Unless noted, calls come from the whole dose curve; as a rule, active = well fitted curve in the direction sought with a large enough effect; inconclusive = small, poorly fitted or top-dose-only effect, or another doubt; inactive = no such curve, though single readings can be large; an effect the other way counts as inactive or inconclusive.
SMILES,GALK inhibitor,Integrin act MD,hERG WT inh,MBNL1-CUG inh,TRPV1 ag,FBPA coupling cs,A-T KAP1 phos,KCNH2 3.1 inh,S-ASM inh,CXXC DNA block
CCCCN(C/C=C/c1ccccc1OC)Cc1ccccc1,6.2%,-32.5%,26.0,-23.7%,5.9,-1.5,5.5%,-5.5,0.1%,-1.6%
CCCCc1ccc(C2C(C#N)=C(N)SC(N)=C2C#N)s1,-4.0%,.,.,21.8%,3.0,-26.2,-3.2%,.,.,48.3%[activator]
COC(=O)C1=C(C)N(CCCC(=O)O)C(=O)NC1c1cccc(OC)c1 (stereo not given),.,18.4%,-6.7,.,.,.,.,8.5,-0.2%,.
COc1ccc(N2CCN(CC(=O)c3ccc(O)cc3O)CC2)cc1,3.4%,0.0%,-12.9,-0.3%,-1.4,-0.2,3.6%,-15.5,-4.3%,4.6%
Cc1ccc(OCC(=O)N2CCc3ccccc32)cc1,-0.2%,15.7%,-14.9,.,?,-0.8,1.8%,.,-0.8%,13.8%
O=C(NCc1ccccn1)C1CCN(C(=O)c2cc3sccc3n2Cc2ccc(F)cc2)CC1,-2.5%,-8.1%,3.2,2.5%,-0.6,1.3,0.2%,12.3,2.3%,11.6%
Cc1ccc(N2C(=O)CC(NCc3ccc4c(c3)OCO4)C2=O)cc1Cl (stereo not given),4.4%,15.0%,0.0,0.7%,1.9,-0.7,7.5%,18.7,-3.7%,2.9%
Cc1nn(C(=O)Cn2ccc([N+](=O)[O-])n2)c(C)c1Br,0.6%,20.2%,-10.7,16.4%,1.8,.,-5.8%,9.5,2.4%,-3.4%
Cc1cccc(COc2ccc(/C=N/NC(=O)c3nnn(-c4nonc4N)c3COc3ccc(F)cc3)cc2)c1,-1.4%,-3.0%,-2.0,-0.8%,-2.7,-0.5,-1.4%,-31.3,2.1%,39.8%[activator]
c1ccc(CNc2ccc3ccccc3n2)nc1,8.2%,42.1%,-10.7,-3.4%,10.3,0.9,.,-7.6,1.7%,7.4%
O=C(Nc1cccc(-c2nc3ncccc3o2)c1)c1sc2ccccc2c1Cl,-3.5%,-18.3%,-2.6,0.6%,.,-0.2,-1.7%,-12.5,-3.0%,71.4%[activator]
CCCn1c(N)c(NCCN2CCOCC2)c(=O)n(CC(=O)NCc2ccccc2)c1=O,12.5%,3.6%,-2.5,-6.0%,1.7,-0.6,-7.4%,-8.4,5.6%,-25.5%
C/C(CC(C)C)=N\NC(=O)Nc1ccccc1,0.7%,3.9%,2.8,?,0.0,-1.2,7.7%,15.0,2.1%,-1.1%
Cc1nc(-c2cccc(-c3noc(C)n3)c2)no1,2.1%,6.8%,6.3,-5.7%,-1.8,1.6,4.7%,19.0,2.5%,-3.6%
CC(C)CC(C(=O)OCC(=O)c1c(N)n(C)c(=O)n(C)c1=O)N1C(=O)c2ccccc2C1=O (stereo not given),0.5%,-32.7%,4.7,.,23.5,-0.8,-3.9%,7.8,-6.6%,-11.9%
CCOC(=O)[C@@H]1[C@H]2COc3ccccc3[C@@H]2N2C(=O)N(c3ccc(OC)cc3)C(=O)[C@]12C,.,-27.0%,-3.1,.,.,.,.,-6.3,-0.3%,.
CN(c1cccc(Cl)c1)S(=O)(=O)c1cccc(C(=O)Nc2nc3ccccc3[nH]2)c1,-1.2%,-59.5%[inhibitor],5.1,-5.9%,-3.9,-2.0,-3.3%,-32.1,-9.1%,10.4%
NC(=O)COc1ccc(C23CC4CC(CC(C4)C2)C3)cc1,16.2%,12.2%,-30.8,-2.1%,?,0.6,-6.8%,-2.4,-0.4%,-18.6%
CCCCn1c(CNC(=O)CCC)nc2ccccc21,0.5%,12.6%,9.4,-2.4%,10.0,2.2,5.1%,-16.3,11.5%,-1.9%
CC(C)(C)OC(=O)N1CCC(c2c(C(=O)N3CCN(C4CCCCC4)CC3)cnn2-c2ccc(F)cc2)CC1,6.5%,-30.4%,-23.3,-8.7%,3.8,2.3,-1.0%,-45.5,9.1%,-4.3%
CCN1CCN(CCCOc2ccccc2-c2ccccc2)CC1,5.7%,-77.3%[inhibitor],.,-21.9%,-2.1,1.2,14.9%,4.3,-1.1%,-10.8%
CCc1ccc2nc3n[nH]c(N)c3cc2c1,-1.8%,6.5%,2.1,?,-2.4,-2.4,1.8%,-4.3,-6.2%,3.8%
OCC[C@@H]1C[C@@H](O)[C@H](O)[C@]2(OCc3ccccc32)O1,.,9.2%,-5.6,6.6%,-2.3,-0.7,10.1%,12.3,3.0%,-5.4%
N#C/C(=C\c1ccc(OCC(N)=O)cc1)C(=O)NC1CC1,2.7%,1.1%,-1.8,15.8%,-2.4,5.9,-1.6%,-9.5,2.0%,-12.2%
N#CCCNC(=O)Cn1c(COc2ccc(Cl)cc2)nc2ccccc21,1.9%,?,-6.1,?,-1.5,0.0,3.8%,-14.1,2.4%,17.7%
C[C@@H](C(=O)O)[C@@H]1C[C@@]1(C)[C@@H](NC(=O)OCc1ccccc1)c1ccccc1,.,9.6%,-1.1,-14.6%,0.3,0.3&2.4,-12.5%,22.4,0.2%,1.3%
O=C(NCc1ccccc1)C1CCCN(c2ncnc3c2nc2n3CCCCC2)C1 (stereo not given),0.1%,-9.7%,-9.4,-8.8%,?,-2.7,-0.2%,8.9,-3.2%,0.0%
COC(=O)C1=C(C(=O)OC)N2C=CC=CC2(C)C(C(=O)OC)=C1C(=O)OC (stereo not given),-3.1%,-22.2%,-4.9,23.8%,15.6,-8.0,.,-1.1,-0.1%,-12.6%
COc1ccc(/C=C/c2nnc(NC(=O)CSc3ccc(Cl)cc3)s2)cc1,-0.3%,7.6%,6.1,-0.4%,-3.0,-3.0,0.7%,-1.8,.,6.6%
COc1ccc(NC(=O)CN2CCN(CC(=O)Nc3ccccc3F)CC2)cc1OC,3.3%,22.5%,-33.9,4.2%,-3.4,1.2,0.7%,17.8,-0.6%,1.1%
O=S(=O)(Nc1ccccc1)c1ccc2c(c1)CCO2,-2.6%,15.0%,-3.4,-7.9%,0.8,-1.1,-2.8%,-1.6,-10.2%,-0.4%
CN(C)S(=O)(=O)c1ccc(N2CCCC2)c(C(=O)NNC(=O)COc2ccc(Cl)cc2)c1,-6.9%,10.0%,23.2,-0.5%,1.4,.,5.8%,-7.2,-0.6%,19.1%
CCCCNC(=O)c1onc(CCl)c1C(=O)OC,-1.5%,-3.8%,-4.1,-14.3%,-4.9,4.6,3.2%,-20.9,4.1%,-10.0%
COC(=O)C1(C)NC(=O)c2ccccc2N1 (stereo not given),-5.4%,-4.1%,-3.1,-8.0%,2.7,6.0,7.2%,0.1,35.0%[activator],8.9%
Nc1nccnc1C(=O)OCC(=O)NCCc1ccc(Cl)cc1,.,30.2%,4.0,.,?,.,-2.6%,-0.7,410.1%[activator],.
Cc1c(NC(=O)CN2C(=O)NC(C)(c3ccc(OC(F)F)cc3)C2=O)c(=O)n(-c2ccccc2)n1C (stereo not given),.,-6.0%,-13.2,.,2.0,.,-2.7%,-3.1,4.3%,.
COCCNC(=O)C(NC(=O)C1CCCCC1)C12CC3CC(CC(C3)C1)C2 (stereo not given),-0.4%,3.6%,-0.1,-0.8%,4.3,3.7,-2.2%,-4.9,-1.2%,-7.6%
Cc1nc2cc(N3CCN(C)CC3)c(NC(=O)Cc3ccccc3)cc2c(=O)n1Cc1ccccc1,2.2%,0.0%,-7.6,-1.1%,-1.8,1.7,27.4%,-1.0,-0.1%,-3.0%
CCOC(=O)c1cnc(SCC(=O)Nc2ccc(NC(C)=O)c(OC)c2)nc1N,2.0%,3.0%,-20.3,-3.5%,-1.8,-0.5,-3.9%,0.1,-1.9%,-8.6%
COc1ccc(NC(=O)c2c(NC(=O)CCC(=O)O)sc(-c3ccccc3)c2C)cc1,-1.2%,2.2%,0.2,14.3%,-0.8,-2.3,-1.5%,-3.5,10.8%,-0.1%
NC(=Nc1ccccc1)N(c1ccccc1)c1ccccc1,.,-28.8%,-1.8,.,.,.,.,2.4,6.8%,.
CCn1c(SCC(=O)Nc2nc(-c3ccccc3)cs2)nnc1-c1ccccc1O,-1.9%,-16.5%,2.0,-7.3%,2.6,-9.0,-10.8%,-7.0,?,-9.7%
CC(C1CC2CCC1C2)N1CC(O)=C(c2nc3ccccc3[nH]2)C1=N (stereo not given),-3.9%,2.4%,1.2,.,15.2,-1.7,-2.8%,-15.4,-0.7%,-0.1%
CC1(C)CC(=O)c2cnc(NC(=O)CSc3nc4ccccc4o3)nc2C1,-0.3%,-3.5%,-16.2,14.0%,0.2,2.0,-0.8%,4.0,1.7%,-2.1%
